P. falciparum M17LAP = P. falciparum M17LAP inhibitors, primary screen, biochemical, fluorogenic H-Leu-NHMec substrate, 1536-well (AID 1619); recombinant M17LAP, H-Leu-NHMec fluorogenic kinetic assay; higher % means a stronger effect; one-dose inhibition, % at 30 µM; IC50 in µM for titrated hits; 220,000 compounds, 0.38% hits;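 active means compound inhibiting the enzyme by more than half at any dose during confirmatory dose-response retesting; inconclusive means strong single-dose inhibitors picked by rank but not retested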;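 further: plate controls were full reaction with DMSO carrier for no effect and no enzyme background for full effect; strong numbers were not always called active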
XIAP antagonists = XIAP antagonists, biochemical, IAP family, fluorescence polarization (AID 1018); XIAP BIR domain, fluorescence polarization peptide displacement; higher % means a stronger effect; displacement, % at 20 µM, or IC50 in µM where a hit was titrated; 200,000 compounds, 0.007% hits; in the data active means displacement above about 50%; further: a part of the inactive calls stands beside numbers as strong as those of hits
Hep lipid drop = hepatic lipid droplet formation modulation | AML12 mouse hepatocytes, oleate lipid droplets, BODIPY imaging | inhibition, % at 6.5 µM | 240,000 compounds, 0.4% hits;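 active means lipid droplet intensity inhibited by at least 50%, with more than 500 cells counted; inconclusive means wells with under 300 cells, treated as cytotoxic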
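material = mouse AML12 hepatocyte cell line, fixed after treatment | also added = 100 µM oleic acid challenge | doses = compound at 6.5 µM only | schedule = overnight exposure | technique = Image-based BODIPY and DAPI two-channel analysis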
NOD2 inhibition = NOD2 signaling inhibitors, cell-based, luminescence, uHTS, HEK293 (AID 1566); HEK293 NOD2/NF-kB luciferase reporter, luminescence; higher % means a stronger effect; inhibition, % at 4 µM; hits with a dose series show EC50 in µM; 290,000 compounds, 0.63% hits; further: many of its hits are not listed in these tables
AID2073 = disruptors of CaV2.2 binding to Mint1 – biochemical, HTRF (AID 2073) | HTRF protein-protein interaction, Mint1-CaV2.2; higher % means a stronger effect | one-dose inhibition, % at 20 µM; IC50 in µM for titrated hits | 290,000 compounds, 0.19% hits; in the data active means inhibition mostly above about 51%, no sharp cut-off; inconclusive means no clear call, values can overlap the other calls; inactive means mostly below about 53%; further: some results filed as inactive read as strong as hits
SIAH1 antagonists = Siah-1 peptide-binding antagonists, primary screen, biochemical, fluorescence polarization, rhodamine-plectin, uHTS (AID 1817). displacement, % at 20 µM; hits with a dose series show IC50 in µM. Siah-1 / rhodamine-plectin peptide fluorescence polarization; higher % means a stronger effect. 290,000 compounds, 0.02% hits;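 active means displacement of at least 50% at 20 µM, with a fluorescence ratio check between 0.3 and a set limit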;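 further: plate controls were Siah plus tracer with DMSO for no effect and tracer alone without Siah for full effect; strong numbers were not always called active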
LYP phosphatase = inhibitors of LYP phosphatase, biochemical, fluorescence intensity, uHTS (AID 1779). recombinant LYP phosphatase, fluorescence intensity; higher % means a stronger effect. inhibition, % at 11.5 µM; hits with a dose series show IC50 in µM. 290,000 compounds, 0.054% hits;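 further: plate controls were vehicle with enzyme for no effect and no enzyme for full effect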
ER stress rescue = protection against thapsigargin-triggered cell killing – 384-well, CSM14.1, ATP luminescence, primary screen (AID 1222) | cellular ATP content (survival), % at 20 µM, or EC50 in µM where a hit was titrated | 190,000 tested, under 10 active | CSM14.1 thapsigargin-induced death rescue, ATP luminescence; higher % means a stronger effect;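 active means EC50 below 50 µM in the dose-response confirmation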;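 further: death triggered by thapsigargin at about 15 µM added after 2 h compound pretreatment; cell ATP read after overnight thapsigargin exposure of roughly 18 to 22 hours; normalized against plate controls of thapsigargin alone and 5% DMSO vehicle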
P. falciparum M1AAP = malaria alanyl aminopeptidase activity blockers – biochemical, fluorogenic H-Leu-NHMec substrate, 1536-well (AID 1445). 220,000 compounds, 0.42% hits. inhibition, % at 30 µM; hits with a dose series show IC50 in µM. recombinant M1AAP, H-Leu-NHMec fluorogenic kinetic assay; higher % means a stronger effect;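 active means primary inhibition above the hit cutoff, then over 50% inhibition at one or more dose response concentrations, cut at about 23% in these data, passing the limit was not always enough; inconclusive means conflicting primary data, or primary hits not chosen for dose response; inactive means low primary inhibition, or under 50% at every dose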;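 further: plate controls were DMSO full reaction for no effect and no enzyme background for full effect; strong numbers were not always called active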
Hep lipid drop cells 6.5 µM = also measured in Hep lipid drop; calls as there; cell count; measured here: cell count, cytotoxicity flag;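 cells counted across two imaged fields per well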
Numbers without * were called inactive. Unless noted, no stated cut-off is given here; in the data, active means inhibition above about 50%; inactive means the rest.

How did COc1ccc(/C=C2\SC(=NCc3ccccc3)N(Cc3ccccc3)C2=O)cc1OC do in these assays?
P. falciparum M17LAP: 7%; XIAP antagonists: 0.3%; Hep lipid drop: -31; NOD2 inhibition: -7%; AID2073: 8%; SIAH1 antagonists: 3%; LYP phosphatase: 0%; ER stress rescue: 1.2%; P. falciparum M1AAP: -2%; Hep lipid drop cells 6.5 µM: 616

What do the screens show for `Cc1cc(C(=O)Cn2nnc3ccccc3c2=O)c(C)n1Cc1cccs1`?
P. falciparum M17LAP: 0%; XIAP antagonists: -5.0%; NOD2 inhibition: -144%; AID2073: 2%; SIAH1 antagonists: 4%; LYP phosphatase: -4%; ER stress rescue: -2.0%; P. falciparum M1AAP: 8%

Results for CC(C)CCN1NC2(CCCC(C)C2)NC1=S (stereo unspecified) ?
P. falciparum M17LAP: -1%; Hep lipid drop: -19; NOD2 inhibition: -1%; AID2073: inconclusive; SIAH1 antagonists: 12%; LYP phosphatase: -10%; P. falciparum M1AAP: -1%; Hep lipid drop cells 6.5 µM: 781

How did O=C(CSc1nc2cc(Cl)c(Cl)cc2[nH]1)c1ccc2c(c1)OCO2 do in these assays?
P. falciparum M17LAP: 22%; Hep lipid drop: 6; NOD2 inhibition: 25%; AID2073: 18%; SIAH1 antagonists: -7%; LYP phosphatase: 2%; P. falciparum M1AAP: 1%; Hep lipid drop cells 6.5 µM: 739

What do the screens show for `N#CCSc1nnc(C2CCCCC2)n1-c1ccccc1`?
P. falciparum M17LAP: 15%; XIAP antagonists: -5.0%; NOD2 inhibition: 4%; AID2073: -3%; SIAH1 antagonists: -2%; LYP phosphatase: -4%; ER stress rescue: -1.4%; P. falciparum M1AAP: 8%

Results for COc1ccc(-c2oc(/N=C/N3CCCC3)c(C#N)c2-c2ccc(OC)cc2)cc1 ?
P. falciparum M17LAP: 20%; XIAP antagonists: -2.5%; Hep lipid drop: 11; NOD2 inhibition: 8%; AID2073: 17%; SIAH1 antagonists: 2%; LYP phosphatase: -2%; ER stress rescue: 0.6%; P. falciparum M1AAP: 6%; Hep lipid drop cells 6.5 µM: 796

Results for O=C(O)CN1C(=O)/C(=C\c2cn(-c3ccccc3)nc2-c2ccccc2)SC1=S ?
Hep lipid drop: -8; NOD2 inhibition: 15%; AID2073: 12%; SIAH1 antagonists: -2%; LYP phosphatase: 0%; Hep lipid drop cells 6.5 µM: 813

What do the screens show for `Cc1cc(C(C)(C)C)ccc1OCCn1ccnc1`?
P. falciparum M17LAP: 22%; XIAP antagonists: -1.7%; NOD2 inhibition: 14%; AID2073: -3%; SIAH1 antagonists: 6%; LYP phosphatase: -8%; ER stress rescue: 6.3%; P. falciparum M1AAP: 2%

How did CCOc1c(Cl)cc(CNCc2ccccn2)cc1OC do in these assays?
P. falciparum M17LAP: 10%; XIAP antagonists: -2.8%; Hep lipid drop: -12; NOD2 inhibition: 0%; AID2073: -9%; SIAH1 antagonists: 0%; LYP phosphatase: -4%; ER stress rescue: 2.0%; P. falciparum M1AAP: -8%; Hep lipid drop cells 6.5 µM: 670

How did COc1cc([N+](=O)[O-])ccc1NC(=O)c1cccc(NC(=O)C(C)C)c1 do in these assays?
P. falciparum M17LAP: 6%; XIAP antagonists: -7.4%; Hep lipid drop: -3; NOD2 inhibition: 15%; AID2073: -4%; SIAH1 antagonists: -4%; LYP phosphatase: -4%; ER stress rescue: 2.2%; P. falciparum M1AAP: 9%; Hep lipid drop cells 6.5 µM: 641

What do the screens show for `O=C(Nc1ccc([N+](=O)[O-])cn1)c1ccc2c(c1)OCO2`?
P. falciparum M17LAP: -2%; XIAP antagonists: -3.1%; Hep lipid drop: 14; NOD2 inhibition: -81%; AID2073: 45%; SIAH1 antagonists: 7%; LYP phosphatase: 1%; ER stress rescue: 0.9%; P. falciparum M1AAP: 2%; Hep lipid drop cells 6.5 µM: 728

What do the screens show for `N#Cc1c(N2CCOCC2)nc(N)c2c(N)nc3c(c12)CC(CCl)O3` (stereo unspecified)?
P. falciparum M17LAP: -1%; Hep lipid drop: 13; NOD2 inhibition: 6%; AID2073: 38%; SIAH1 antagonists: -4%; LYP phosphatase: -2%; P. falciparum M1AAP: 3%; Hep lipid drop cells 6.5 µM: 712

Results for O=C(Nc1cccc(C(=O)N2CCCc3ccccc32)c1)c1ccccc1 ?
Hep lipid drop: -22; NOD2 inhibition: 16%; AID2073: 12%; SIAH1 antagonists: -6%; LYP phosphatase: -5%; Hep lipid drop cells 6.5 µM: 799

What do the screens show for `O=C1C(Cl)=C(NCc2cccnc2)C(=O)c2ccccc21`?
Hep lipid drop: -5; NOD2 inhibition: 13%; AID2073: -2%; SIAH1 antagonists: 3%; LYP phosphatase: -7%; Hep lipid drop cells 6.5 µM: 824

How did CN(C)c1oc(-c2ccco2)nc1C#N do in these assays?
P. falciparum M17LAP: -30%; XIAP antagonists: 0.7%; NOD2 inhibition: 18%; AID2073: -6%; SIAH1 antagonists: -2%; LYP phosphatase: -12%; ER stress rescue: 0.6%; P. falciparum M1AAP: 5%

Results for O=C(O)CCNS(=O)(=O)c1ccc2ccccc2c1 ?
P. falciparum M17LAP: -3%; XIAP antagonists: -4.0%; Hep lipid drop: -23; NOD2 inhibition: 8%; AID2073: -2%; SIAH1 antagonists: 2%; LYP phosphatase: -7%; ER stress rescue: -1.2%; P. falciparum M1AAP: 2%; Hep lipid drop cells 6.5 µM: 733

Results for COc1ccc(C(=O)NNc2cc(C)nc(NNC(=O)c3ccc(OC)cc3)n2)cc1 ?
P. falciparum M17LAP: 14%; XIAP antagonists: -9.4%; Hep lipid drop: -4; NOD2 inhibition: 6%; AID2073: -12%; SIAH1 antagonists: 4%; LYP phosphatase: -6%; ER stress rescue: -0.9%; P. falciparum M1AAP: 3%; Hep lipid drop cells 6.5 µM: 670

How did CCC(C)NC(=O)CCn1c(-c2ccc(F)cc2)cc(C(C)=O)c1C (stereo unspecified) do in these assays?
P. falciparum M17LAP: 7%; XIAP antagonists: -3.7%; Hep lipid drop: 17; NOD2 inhibition: 11%; AID2073: 2%; SIAH1 antagonists: 2%; LYP phosphatase: 2%; ER stress rescue: -1.2%; P. falciparum M1AAP: 7%; Hep lipid drop cells 6.5 µM: 700

Results for CCc1ccc(N(C(C)=O)C2C=CS(=O)(=O)C2)cc1 (stereo unspecified) ?
P. falciparum M17LAP: -1%; XIAP antagonists: -1.6%; Hep lipid drop: 4; NOD2 inhibition: -6%; AID2073: 2%; SIAH1 antagonists: 6%; LYP phosphatase: -3%; ER stress rescue: -1.8%; P. falciparum M1AAP: 15%; Hep lipid drop cells 6.5 µM: 641

What do the screens show for `O=C(NCCCn1ccnc1)c1nc(Cn2cc(Br)cn2)no1`?
Hep lipid drop: -1; NOD2 inhibition: 18%; AID2073: 6%; SIAH1 antagonists: 10%; LYP phosphatase: -10%; Hep lipid drop cells 6.5 µM: 677

How did COc1cc(NC(=O)CCN2CCN(CCO)CC2)cc(OC)c1 do in these assays?
NOD2 inhibition: 9%; AID2073: 8%; SIAH1 antagonists: -1%; LYP phosphatase: -8%

How did CCOC(=O)c1sc(-c2ccc(OC)cc2)cc1N do in these assays?
P. falciparum M17LAP: -4%; XIAP antagonists: -5.3%; Hep lipid drop: -3; NOD2 inhibition: -75%; AID2073: -2%; SIAH1 antagonists: 2%; LYP phosphatase: -4%; ER stress rescue: 4.6%; P. falciparum M1AAP: 10%; Hep lipid drop cells 6.5 µM: 772

Results for S=C(NCC1(c2ccccc2)CCCC1)Nc1ccccc1 ?
Hep lipid drop: -13; NOD2 inhibition: 29%; AID2073: 2%; SIAH1 antagonists: 1%; LYP phosphatase: -5%; Hep lipid drop cells 6.5 µM: 418

Results for O=C(Nc1cccc(S(=O)(=O)c2cccc(NC(=O)C3CC3)c2)c1)C1CC1 ?
P. falciparum M17LAP: -1%; XIAP antagonists: -13%; Hep lipid drop: 14; NOD2 inhibition: 14%; AID2073: 7%; SIAH1 antagonists: -1%; LYP phosphatase: 2%; ER stress rescue: 1.4%; P. falciparum M1AAP: inconclusive; Hep lipid drop cells 6.5 µM: 656

Results for C#CCSc1nsc(SCC#C)c1C#N ?
P. falciparum M17LAP: -20%; XIAP antagonists: -0.8%; NOD2 inhibition: 8%; AID2073: -14%; SIAH1 antagonists: -7%; LYP phosphatase: 2%; ER stress rescue: -0.7%; P. falciparum M1AAP: -2%

What do the screens show for `COc1ccccc1CNS(=O)(=O)c1ccc(Br)s1`?
Hep lipid drop: 5; NOD2 inhibition: -15%; AID2073: 13%; SIAH1 antagonists: -3%; LYP phosphatase: -5%; Hep lipid drop cells 6.5 µM: 819

How did Cc1ccccc1C(=O)N[C@H](C(=O)Nc1ccc(Cl)c(Cl)c1)C(C)C do in these assays?
P. falciparum M17LAP: 7%; XIAP antagonists: 1.1%; Hep lipid drop: -44; NOD2 inhibition: -9%; AID2073: 5%; SIAH1 antagonists: -4%; LYP phosphatase: -3%; ER stress rescue: -3.3%; P. falciparum M1AAP: 1%; Hep lipid drop cells 6.5 µM: 410

Results for COc1ccccc1CNCc1ccc(C)cc1 ?
Hep lipid drop: 0; NOD2 inhibition: 1%; AID2073: 13%; SIAH1 antagonists: 0%; LYP phosphatase: -14%; Hep lipid drop cells 6.5 µM: 809

Results for CC(=O)N1CCN(S(=O)(=O)c2ccc(C)cc2)C1C(C)C (stereo unspecified) ?
P. falciparum M17LAP: 14%; XIAP antagonists: -4.8%; NOD2 inhibition: -21%; AID2073: 12%; SIAH1 antagonists: 3%; LYP phosphatase: 0%; ER stress rescue: -2.3%; P. falciparum M1AAP: 0%

What do the screens show for `O=C(Cn1c(=O)oc2ccccc21)N1CCCCC1`?
P. falciparum M17LAP: 3%; XIAP antagonists: -4.0%; NOD2 inhibition: 11%; AID2073: -2%; SIAH1 antagonists: -6%; LYP phosphatase: -6%; ER stress rescue: -0.2%; P. falciparum M1AAP: 4%

How did O=C(c1ccc(Br)cc1)N1CCN(Cc2ccccc2)CC1 do in these assays?
Hep lipid drop: 5; NOD2 inhibition: -13%; AID2073: 9%; SIAH1 antagonists: 6%; LYP phosphatase: -2%; Hep lipid drop cells 6.5 µM: 818

Copied from above, 2 compounds:
What do the screens show for `O=C(Cn1c(=O)oc2ccccc21)N1CCCCC1`?
P. falciparum M17LAP: 3%; XIAP antagonists: -4.0%; NOD2 inhibition: 11%; AID2073: -2%; SIAH1 antagonists: -6%; LYP phosphatase: -6%; ER stress rescue: -0.2%; P. falciparum M1AAP: 4%

How did O=C(c1ccc(Br)cc1)N1CCN(Cc2ccccc2)CC1 do in these assays?
Hep lipid drop: 5; NOD2 inhibition: -13%; AID2073: 9%; SIAH1 antagonists: 6%; LYP phosphatase: -2%; Hep lipid drop cells 6.5 µM: 818

Screens as filed in PubChem BioAssay.

An excerpt; rates above refer to the full screens.
